ABCB6 inh MLPCN – human ABCB6 transporter inhibition | Q9NP58 | K562-ABCB6 porphyrin accumulation, flow cytometry, 1 h; stronger effect = lower value | fluorescence ratio to DMSO, % at 10 µM | 360,000 compounds, 0.19% hits;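 active = fluorescence ratio to DMSO below 75%, the collection mean minus 3 SD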;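 note: signal is porphyrin accumulated inside mitochondria; 100% equals median channel fluorescence of DMSO control wells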
Granule exo inh – blocks lytic granule exocytosis; TALL-104 LAMP-1 surface exposure, flow cytometry; cells stimulated with thapsigargin and PMA; inhibition, % at 10 µM; 360,000 compounds, 0.66% hits;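 active = inhibition above about 55%, limit read from the data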
N-glyco inh – blocks N-linked glycosylation in D54 reporter cells; D54 ERlucT glycosylation luciferase reporter, 24 h; percent of 100 nM tunicamycin response; reporter increase, % at 12.5 µM; 360,000 compounds, 0.23% hits; AID 588692;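 active = mean luciferase reporter signal, scaled so untreated is 0 and the glycosylation-blocking control 100, at or above a set limit in every replicate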;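 note: luciferase carries N-glycosylation sites so blocking glycosylation raises the light; 0% = median of neutral control wells and 100% = median of 100 nM tunicamycin wells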
Vif inh – blocks HIV Vif function; HEK293T cells, Vif self-association by quenched fluorescence, imaging, 24 h; inhibition, % at 7.49 µM; 340,000 compounds, 0.35% hits; AID 602346; in the data active = inhibition above about 50%, passing the limit was not always enough; note: some results filed as inactive read as strong as hits
NOD2-RIPK2 inh – blocks binding of human NOD2 to RIPK2; 360,000 compounds, 0.38% hits; CHO BLA complementation NOD2-RIPK2, CCF4 ratio; O43353; inhibition, % at 4.98 µM; in the data active = inhibition above about 21%;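 note: 0% = vehicle only and 100% = reference blocker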
Target sequence (O43353 whole entry, looked up): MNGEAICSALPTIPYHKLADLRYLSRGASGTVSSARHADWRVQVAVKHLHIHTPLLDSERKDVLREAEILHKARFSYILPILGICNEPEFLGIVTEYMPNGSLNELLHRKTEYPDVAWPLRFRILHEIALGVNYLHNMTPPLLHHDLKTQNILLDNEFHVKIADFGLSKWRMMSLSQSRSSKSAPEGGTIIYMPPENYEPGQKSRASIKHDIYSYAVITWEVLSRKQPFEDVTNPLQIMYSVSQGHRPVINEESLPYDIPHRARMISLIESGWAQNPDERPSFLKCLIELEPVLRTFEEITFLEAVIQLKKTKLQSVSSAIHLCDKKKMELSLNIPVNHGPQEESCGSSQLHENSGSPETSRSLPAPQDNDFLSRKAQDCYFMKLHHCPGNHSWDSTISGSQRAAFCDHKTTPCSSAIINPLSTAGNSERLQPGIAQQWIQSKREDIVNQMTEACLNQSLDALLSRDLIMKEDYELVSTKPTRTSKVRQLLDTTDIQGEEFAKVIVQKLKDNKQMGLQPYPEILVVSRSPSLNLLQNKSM
aDG glyco act – increases alpha dystroglycan glycosylation; Pro5-aDG cells, alpha-DG glycosylation AlphaScreen (IIH6); 0% Pro5, 100% B10-LARGE cell signal; activation, % at 10 µM; 360,000 compounds, 0.22% hits; AID 624168;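 active = activation of at least 8% versus controls, or a plate z-score of at least 8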;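 note: Pro5 are CHO cells carrying HIG-tagged alpha-DG that lacks glycosylation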
MC4R barr agon – agonists of human melanocortin 4 receptor (MC4R) beta-arrestin; U2OS MC4R beta-arrestin complementation, luminescence; percent of melanotan II response, DMSO zero; activation, % at 8.9 µM; 360,000 compounds, 0.98% hits;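 active = activation above a per-plate cutoff, the mean activation of sample wells on that plate plus 3 SD, cut at about 8% in these data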
Target sequence (P32245 whole entry, looked up): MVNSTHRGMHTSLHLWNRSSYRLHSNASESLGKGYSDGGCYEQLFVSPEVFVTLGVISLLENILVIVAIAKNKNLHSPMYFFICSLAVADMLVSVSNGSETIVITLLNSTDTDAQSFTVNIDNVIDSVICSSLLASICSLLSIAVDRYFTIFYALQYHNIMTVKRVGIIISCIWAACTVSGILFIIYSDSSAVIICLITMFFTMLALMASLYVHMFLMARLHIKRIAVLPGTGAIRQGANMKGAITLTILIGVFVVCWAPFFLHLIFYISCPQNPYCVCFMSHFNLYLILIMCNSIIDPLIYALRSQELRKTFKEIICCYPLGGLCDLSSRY
TLR9-MyD88 block – blocks human TLR9 binding to MyD88; CHO BLA complementation TLR9-MyD88, CCF4 FRET ratio; AID 504734; 340,000 compounds, 0.21% hits; inhibition, % at 4.98 µM;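 active = inhibition above the mean over all tested compounds plus 3 SD, cut at about 21% in these data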;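 note: 0% = DMSO only wells and 100% = clavulanate BLA inhibitor control wells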
ABHD5-PLIN5 inh – ABHD5-PLIN5 protein interaction inhibition. 360,000 compounds, 0.78% hits. Q00G26+Q8WTS1. Split G. princeps luciferase complementation, luminescence, 4 h. inhibition, % at 4 µM;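 active = inhibition above the mean inhibition across every tested compound plus 3 SD, cut at about 22% in these data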;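 note: 0% = DMSO only wells and the 100% control is not disclosed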
MC4R antag cAMP – antagonists of human melanocortin 4 receptor (MC4R); 360,000 compounds, 0.48% hits; inhibition, % at 6.5 µM; P32245; MC4R-expressing cells, MTII-stimulated cAMP, LANCE TR-FRET;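 active = inhibition above its plate's cutoff, the mean of tested wells on that plate plus 3 SD, cut at about 29% in these data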;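 note: 0% = Melanotan II alone and 100% = Melanotan II plus saturating MCL0020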
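Material: U2OS-MC4R stable cell line | Reagent: Melanotan II challenge after compound preincubation | Doses: One concentration, 6.5 µM nominal | Incubation: 30-min compound preincubation, 1-h Melanotan II challenge, 1-h detection, room temperature | Signal: TR-FRET cAMP assay | Replicates: One well per compound, no replicates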
The depositor's hits bear a star.

For CC(C)[C@H](CN1CCC[C@H]1CN1C(N)=NC[C@H]1C(C)C)N1C[C@@H](Cc2ccccc2)N(CCCC2CCCC2)C1=N the results were ABCB6 inh MLPCN 97, Granule exo inh 3, N-glyco inh 1, Vif inh 5, NOD2-RIPK2 inh 4, aDG glyco act -0.3, MC4R barr agon -0.1, TLR9-MyD88 block -2, ABHD5-PLIN5 inh 13 and MC4R antag cAMP 30*.
For O=C(C1CCCN1S(=O)(=O)c1ccc(Cl)c(Cl)c1)N1CCOCC1 (stereo not given) the results were ABCB6 inh MLPCN 89, Granule exo inh -3, N-glyco inh 3, Vif inh -11, NOD2-RIPK2 inh 16, aDG glyco act 0.5, MC4R barr agon -0.5, TLR9-MyD88 block 2, ABHD5-PLIN5 inh -2 and MC4R antag cAMP 14.
Screening COCCN1C(=O)N[C@@H](c2cccc(C(F)(F)F)c2)[C@@H](C(=O)OC)[C@H]1C returned ABCB6 inh MLPCN 92, Granule exo inh -9, N-glyco inh 1, Vif inh 0, NOD2-RIPK2 inh -12, aDG glyco act 0.0, MC4R barr agon -0.3, TLR9-MyD88 block 2, ABHD5-PLIN5 inh -3 and MC4R antag cAMP 8.
Screening CC(C)CC(COCc1ccc(F)cc1)N1CCN(C(=O)c2cccc(C(F)(F)F)c2)CCC1=O (stereo not given) returned ABCB6 inh MLPCN 106, Granule exo inh -2, N-glyco inh -4, NOD2-RIPK2 inh 11, aDG glyco act 0.9, MC4R barr agon 6.4, TLR9-MyD88 block -7, ABHD5-PLIN5 inh -5 and MC4R antag cAMP 14.
Screening COc1cccc(OCCOc2ccc(/C=C3/SC(=S)NC3=O)cc2)c1 returned ABCB6 inh MLPCN 90, Granule exo inh 1, N-glyco inh 0, Vif inh -12, NOD2-RIPK2 inh -3, aDG glyco act 0.4, MC4R barr agon 1.2, TLR9-MyD88 block -5, ABHD5-PLIN5 inh -2 and MC4R antag cAMP -1.
`COc1ccc2ccccc2c1/C=N/Nc1ccc(Cl)c(C(=O)O)c1` gave ABCB6 inh MLPCN 98, Granule exo inh 5, N-glyco inh 7, Vif inh -9, NOD2-RIPK2 inh -11, aDG glyco act 0.9, MC4R barr agon -0.8, TLR9-MyD88 block -1, ABHD5-PLIN5 inh 3 and MC4R antag cAMP -9.
Screening N#Cc1c2c(c(NCCOCCO)n3c1nc1ccccc13)CCCC2 returned ABCB6 inh MLPCN 94, Granule exo inh -3, N-glyco inh 1, Vif inh -6, NOD2-RIPK2 inh 3, aDG glyco act -0.2, MC4R barr agon -1.4, TLR9-MyD88 block 10, ABHD5-PLIN5 inh 1 and MC4R antag cAMP 8.
`O=[N+]([O-])c1ccc(F)cc1OCc1cccc(S(=O)(=O)N2CCOCC2)c1` gave ABCB6 inh MLPCN 98, Granule exo inh 10, N-glyco inh 0, Vif inh 3, NOD2-RIPK2 inh 2, aDG glyco act 0.6, MC4R barr agon -3.0, TLR9-MyD88 block 9, ABHD5-PLIN5 inh -13 and MC4R antag cAMP 3.
Screening Cc1cc(C)cc(N(CCC#N)C(=O)CSc2n[nH]c(N)n2)c1 returned ABCB6 inh MLPCN 95, Granule exo inh 0, N-glyco inh 4, Vif inh 0, NOD2-RIPK2 inh -11, aDG glyco act -0.2, MC4R barr agon 0.0, TLR9-MyD88 block -6, ABHD5-PLIN5 inh 6 and MC4R antag cAMP 2.
Cc1cccc(NC(=O)c2ccccn2)c1C was read as ABCB6 inh MLPCN 100, Granule exo inh -2, N-glyco inh 2, NOD2-RIPK2 inh 4, aDG glyco act 0.0, MC4R barr agon -1.1, TLR9-MyD88 block 0, ABHD5-PLIN5 inh -6 and MC4R antag cAMP -1.
`CC(=O)Nc1ccc(C(C#N)=Cc2ccc(N(C)CCC#N)cc2)cc1` gave ABCB6 inh MLPCN 98, Granule exo inh 0, N-glyco inh 2, Vif inh 15, NOD2-RIPK2 inh 1, aDG glyco act -0.1, MC4R barr agon 0.4, TLR9-MyD88 block -9, ABHD5-PLIN5 inh -5 and MC4R antag cAMP 3.
For Cc1sc2ncn(CC(=O)NCc3ccco3)c(=O)c2c1-c1ccccc1 the results were ABCB6 inh MLPCN 108, Granule exo inh -2, N-glyco inh -2, Vif inh 0, NOD2-RIPK2 inh -4, aDG glyco act 0.1, MC4R barr agon -1.8, TLR9-MyD88 block 7, ABHD5-PLIN5 inh -2 and MC4R antag cAMP 5.
For Cc1cc(C(=O)OCC(=O)NC(C)C)c(C)o1 the results were ABCB6 inh MLPCN 102, Granule exo inh 13, N-glyco inh 1, Vif inh -2, NOD2-RIPK2 inh -12, aDG glyco act -0.2, MC4R barr agon -1.1, TLR9-MyD88 block -5, ABHD5-PLIN5 inh 0 and MC4R antag cAMP -1.
For CCCCn1c(N)c(N(Cc2ccccc2OC)C(=O)c2cc(=O)[nH]c3ccccc23)c(=O)[nH]c1=O the results were ABCB6 inh MLPCN 92, Granule exo inh 0, N-glyco inh 0, Vif inh 7, NOD2-RIPK2 inh -7, aDG glyco act 0.0, MC4R barr agon 0.4, TLR9-MyD88 block -9, ABHD5-PLIN5 inh 1 and MC4R antag cAMP 3.
For COc1ccccc1/C=N/NC(=O)c1ccc(C)nc1 the results were ABCB6 inh MLPCN 91, Granule exo inh -10, N-glyco inh 1, Vif inh -18, NOD2-RIPK2 inh 3, aDG glyco act 0.2, MC4R barr agon -0.2, TLR9-MyD88 block -5, ABHD5-PLIN5 inh 0 and MC4R antag cAMP 2.
`CCOC(=O)N1C=CC=C[C@@H]2[C@@H](N3C(=O)c4ccccc4C3=O)C(=O)N21` gave ABCB6 inh MLPCN 95, Granule exo inh 1, N-glyco inh 0, Vif inh 5, NOD2-RIPK2 inh -12, aDG glyco act -0.1, MC4R barr agon -0.4, TLR9-MyD88 block -7, ABHD5-PLIN5 inh 9 and MC4R antag cAMP -1.
For CCOc1c(Br)cc(/C=C2\C(=O)N(CCC#N)N=C2C)cc1OC the results were ABCB6 inh MLPCN 89, Granule exo inh 18, NOD2-RIPK2 inh 0, aDG glyco act -0.1, MC4R barr agon -1.0, TLR9-MyD88 block -1, ABHD5-PLIN5 inh -14 and MC4R antag cAMP -4.
For CCN(CC(=O)NCc1cccs1)C(=O)/C=C/c1cccc(Br)c1 the results were ABCB6 inh MLPCN 94, Granule exo inh -1, N-glyco inh 1, Vif inh 8, NOD2-RIPK2 inh 4, aDG glyco act -0.1, MC4R barr agon -1.1, TLR9-MyD88 block 10, ABHD5-PLIN5 inh -3 and MC4R antag cAMP 3.
COc1ccc(C)cc1NC(=O)c1ccc2c(SCC(=O)O)c3c(nc2c1)CCCC3 was read as ABCB6 inh MLPCN 95, Granule exo inh -9, N-glyco inh -1, Vif inh 6, NOD2-RIPK2 inh -11, aDG glyco act -0.2, MC4R barr agon 1.6, TLR9-MyD88 block 5, ABHD5-PLIN5 inh -2 and MC4R antag cAMP -4.
Cc1ccccc1NC(=O)C(=O)c1cn(C)c2ccccc12 was read as ABCB6 inh MLPCN 99, Granule exo inh -5, N-glyco inh 1, Vif inh 9, NOD2-RIPK2 inh -2, aDG glyco act 0.0, MC4R barr agon 12*, TLR9-MyD88 block 7, ABHD5-PLIN5 inh 9 and MC4R antag cAMP -3.
Screening S=C1Nc2cc(Cl)ccc2Sc2ccccc21 returned ABCB6 inh MLPCN 102, Granule exo inh 0, N-glyco inh -2, Vif inh -2, NOD2-RIPK2 inh -9, aDG glyco act 0.8, MC4R barr agon -1.5, TLR9-MyD88 block 10, ABHD5-PLIN5 inh 1 and MC4R antag cAMP 1.
Screening O=C(COC(=O)/C=C/c1ccccc1[N+](=O)[O-])Nc1ccc(S(=O)(=O)N2CCOCC2)cc1 returned ABCB6 inh MLPCN 101, Granule exo inh -5, N-glyco inh 1, Vif inh 6, NOD2-RIPK2 inh -16, aDG glyco act 0.7, MC4R barr agon -0.9, TLR9-MyD88 block -8, ABHD5-PLIN5 inh -4 and MC4R antag cAMP 9.
`CCn1c(C)[n+](Cc2ccccc2)c2ccc(Cl)cc21` gave ABCB6 inh MLPCN 96, Granule exo inh 3, N-glyco inh 0, Vif inh 1, NOD2-RIPK2 inh -2, aDG glyco act -0.5, MC4R barr agon 0.3, TLR9-MyD88 block 1, ABHD5-PLIN5 inh -3 and MC4R antag cAMP -1.
Screening COc1ccc(N)c2c1C(=O)c1ccccc1C2=O returned ABCB6 inh MLPCN 98, Granule exo inh 2, N-glyco inh 12, Vif inh 0, NOD2-RIPK2 inh 4, aDG glyco act -0.3, MC4R barr agon -3.2, TLR9-MyD88 block -8, ABHD5-PLIN5 inh 6 and MC4R antag cAMP -16.
O=C(NCc1ccccn1)c1cc(-c2ccc(Cl)cc2)nc2ccccc12 was read as ABCB6 inh MLPCN 102, Granule exo inh 6, N-glyco inh 0, Vif inh -14, NOD2-RIPK2 inh -2, aDG glyco act -0.1, MC4R barr agon -1.6, TLR9-MyD88 block 4, ABHD5-PLIN5 inh 3 and MC4R antag cAMP 15.
COc1cc([N+](=O)[O-])ccc1-c1ccc(/C=N/NC(N)=O)o1 was read as ABCB6 inh MLPCN 145, Granule exo inh 3, N-glyco inh 1, Vif inh 24, NOD2-RIPK2 inh 5, aDG glyco act -0.1, MC4R barr agon 0.8, TLR9-MyD88 block 16, ABHD5-PLIN5 inh -2 and MC4R antag cAMP -26.
Screening Cc1ccc(-c2nc(CN(C)Cc3ccc4nccnc4c3)c(C)o2)s1 returned ABCB6 inh MLPCN 94, Granule exo inh -3, N-glyco inh 0, Vif inh 1, NOD2-RIPK2 inh 0, aDG glyco act -0.4, MC4R barr agon -2.8, TLR9-MyD88 block 9, ABHD5-PLIN5 inh 7 and MC4R antag cAMP 4.
Screening CC(CO)NCC12CC3CC(CC(C3)C1)C2 (stereo not given) returned ABCB6 inh MLPCN 99, Granule exo inh -2, N-glyco inh 1, Vif inh 1, NOD2-RIPK2 inh -5, aDG glyco act 0.0, MC4R barr agon -2.3, TLR9-MyD88 block -10, ABHD5-PLIN5 inh -1 and MC4R antag cAMP 12.
Screening CC1CCCC(NC(=O)CSc2nnnn2C)C1C (stereo not given) returned ABCB6 inh MLPCN 98, Granule exo inh -5, N-glyco inh 1, Vif inh 8, NOD2-RIPK2 inh 1, aDG glyco act 0.0, MC4R barr agon 0.9, TLR9-MyD88 block -4, ABHD5-PLIN5 inh -10 and MC4R antag cAMP 7.
Screening CC(=O)Nc1ccc(N2C(=O)CSC2c2ccc([N+](=O)[O-])cc2)cc1 (stereo not given) returned ABCB6 inh MLPCN 96, Granule exo inh -3, N-glyco inh 2, Vif inh -1, NOD2-RIPK2 inh -6, aDG glyco act 0.1, MC4R barr agon 0.8, TLR9-MyD88 block -2, ABHD5-PLIN5 inh -9 and MC4R antag cAMP -6.
Screening COC(=O)[C@@]12C[C@@H](CC(=O)NCCCN3CCCC3=O)C(=O)N(Cc3cccc4ccccc34)C1=CCC(C)(C)C2 returned Granule exo inh 3, NOD2-RIPK2 inh -8, aDG glyco act -0.1 and ABHD5-PLIN5 inh 3.

A portion of the library. The share of hits here may be higher or lower than overall.
